# Screening results from PubChem BioAssay.
# Y pestis TopoI = Yersinia pestis topoisomerase I inhibitors, primary screen, biochemical, cleavage product accumulation, plate reader, single point. DNA topoisomerase I (Yersinia pestis CO92). Y. pestis Topo-I cleavage product accumulation. activity, % at 10 µM. actives 0.064% (n = 360,000); in the data active means activity above about 50%, passing the limit was not always enough; inconclusive means no clear call, values can overlap the other calls; further: inactives centre near 2
# Anthrax LF inh2 = Bacillus anthracis LF protease inhibitors, primary screen, biochemical, multiplex microsphere, MLPCN library | Lethal factor (Bacillus anthracis), P15917 | multiplex microsphere protease cleavage assay | inhibition, % at 10 µM | actives 0.12% (n = 360,000) | AID 588501, 2011; further: plate controls were buffer without enzyme for full effect and enzyme alone for no effect
# Target sequence (P15917 whole entry, looked up): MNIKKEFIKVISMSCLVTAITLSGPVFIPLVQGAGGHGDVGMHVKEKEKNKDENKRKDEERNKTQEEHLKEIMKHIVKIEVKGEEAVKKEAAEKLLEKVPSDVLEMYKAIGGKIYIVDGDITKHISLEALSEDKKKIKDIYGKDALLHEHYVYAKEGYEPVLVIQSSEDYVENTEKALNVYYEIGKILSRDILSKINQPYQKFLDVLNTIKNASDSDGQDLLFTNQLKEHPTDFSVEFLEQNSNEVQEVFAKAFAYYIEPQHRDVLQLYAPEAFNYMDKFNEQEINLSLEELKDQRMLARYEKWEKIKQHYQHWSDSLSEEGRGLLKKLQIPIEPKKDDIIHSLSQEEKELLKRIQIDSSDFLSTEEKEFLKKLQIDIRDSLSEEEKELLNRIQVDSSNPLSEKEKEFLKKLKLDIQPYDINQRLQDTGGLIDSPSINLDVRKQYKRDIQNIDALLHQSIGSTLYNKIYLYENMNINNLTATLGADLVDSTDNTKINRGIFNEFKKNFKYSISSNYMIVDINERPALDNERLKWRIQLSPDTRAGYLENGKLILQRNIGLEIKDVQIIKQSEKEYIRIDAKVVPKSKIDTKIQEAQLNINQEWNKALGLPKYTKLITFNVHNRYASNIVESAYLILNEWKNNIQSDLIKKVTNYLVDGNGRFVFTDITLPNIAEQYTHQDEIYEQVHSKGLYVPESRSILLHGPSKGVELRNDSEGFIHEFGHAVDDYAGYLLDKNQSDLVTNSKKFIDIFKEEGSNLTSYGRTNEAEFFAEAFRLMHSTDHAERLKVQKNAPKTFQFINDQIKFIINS
# BoNT F protease = BoNT/F light chain protease inhibitors, primary screen, biochemical, flow cytometry, MLPCN library | actives 0.22% (n = 360,000) | inhibition, % at 10 µM | Multiplex microsphere protease cleavage assay; in the data active means inhibition above about 35%, passing the limit was not always enough; inconclusive means no clear call, values can overlap the other calls; further: plate controls were buffer without enzyme for full effect and enzyme alone for no effect
# PrPC surface inh = inhibitors of human cell surface prion protein PrPC, primary screen, cell-based, TR-FRET; actives 0.43% (n = 370,000); inhibition, % at 13.8 µM; AID 720596, 2013; Major prion protein (Homo sapiens), P04156; TR-FRET read-out; in the data active means inhibition above about 24%; further: 0% = median of the test wells and 100% = reference compound wells
# BoNT A protease = BoNT/A light chain protease inhibitors, primary screen, biochemical, flow cytometry, MLPCN library | Botulinum neurotoxin type A light chain protease (Clostridium botulinum A str. ATCC 3502) | multiplex microsphere protease substrate cleavage | inhibition, % at 10 µM | actives 0.17% (n = 360,000); further: plate controls were buffer without enzyme for full effect and enzyme alone for no effect
# PfHsp40 yeast = rescue of yeast from PfHsp40 toxicity, primary screen, S. cerevisiae, ATP luminescence | S. cerevisiae expressing PfHsp40, growth rescue | growth rescue, % at 12.5 µM | actives 0.68% (n = 340,000); in the data active means growth rescue above about 28%, passing the limit was not always enough; inconclusive means no clear call, values can overlap the other calls;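 further: yeast W303a lacking pdr1 and pdr3 grown in galactose medium; growth measured after three days at 30 °C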
# FadD28 FP inh = inhibitors of FadD28 bisubstrate probe binding, primary screen, biochemical, fluorescence polarization, single point; Mycobacterium tuberculosis FadD28 fatty-acid-AMP ligase; inhibition, % at 12.5 µM; actives 0.22% (n = 360,000); AID 588549, 2011; in the data active means inhibition above about 8.5%, passing the limit was not always enough; inconclusive means no clear call, values can overlap the other calls
# TcdB GH inh = TcdB glycohydrolase inhibitors, primary screen, biochemical, single point, plate reader; TcdB glycohydrolase enzymatic assay; inhibition, % at 9.99 µM; actives 0.24% (n = 350,000); AID 652162, 2013; in the data active means inhibition above about 10%
# CCHFV vOTU inh = CCHFV vOTU protease inhibitors, primary screen, biochemical, Pep-AMC substrate, fluorescence. inhibition, % at 11.5 µM. actives 0.55% (n = 370,000). AID 651958, 2012; in the data active means inhibition above about 30%; further: 0% = vehicle wells with enzyme and 100% = no enzyme wells
# * hit, by the source's call; ? = inconclusive; . = no result given. Unless noted, no stated cut-off is given here; in the data, active means inhibition above about 30%; inconclusive means no clear call, values can overlap the other calls; inactive means below that.
1. Cc1cc(C)cc(C(=O)NC(CC(N)=O)c2ccc(N3CCN(C)CC3)c([N+](=O)[O-])c2)c1 (stereo not drawn)
2. Cc1cc(C)cc(C(O)c2ncc(-c3ccccc3Cl)[nH]2)c1 (stereo not drawn)
3. O=C(COC(=O)CCC(=O)c1cccs1)Nc1ccc(Cl)cn1
4. CCN(CC)CCn1nc2c3c(cccc3c1=O)-c1ccccc1-2
5. COc1ccccc1NC(=O)c1ccc2snnc2c1
6. Cc1ccc(C(=O)CSc2nnc(-c3ccccc3)o2)cc1
compound no. | 1 | 2 | 3 | 4 | 5 | 6
TcdB GH inh | 0.6 | -0.9 | 0.1 | 1.3 | -0.5 | .
Anthrax LF inh2 | -2 | -2 | -1 | 2 | 0 | -6
PfHsp40 yeast | -0.8 | . | -1.4 | ? | 0.1 | 0.2
Y pestis TopoI | -4 | -2 | 0 | -11 | -3 | 3
BoNT A protease | -0.7 | 0.0 | 0.6 | 0.7 | 0.2 | -0.4
PrPC surface inh | -6 | -14 | -5 | 12 | 0 | -6
CCHFV vOTU inh | 1 | 19 | -6 | 1 | -8 | -10
FadD28 FP inh | 0.0 | -1.9 | -1.3 | -2.9 | -3.5 | -0.8
BoNT F protease | -1 | -6 | -7 | 3 | 0 | 2

# Whole records from above. Order of values: TcdB GH inh, Anthrax LF inh2, PfHsp40 yeast, Y pestis TopoI, BoNT A protease, PrPC surface inh, CCHFV vOTU inh, FadD28 FP inh, BoNT F protease
# Profile of CCN(CC)CCn1nc2c3c(cccc3c1=O)-c1ccccc1-2 : 1.3, 2, ?, -11, 0.7, 12, 1, -2.9, 3
# Profile of COc1ccccc1NC(=O)c1ccc2snnc2c1 : -0.5, 0, 0.1, -3, 0.2, 0, -8, -3.5, 0
# Profile of Cc1cc(C)cc(C(=O)NC(CC(N)=O)c2ccc(N3CCN(C)CC3)c([N+](=O)[O-])c2)c1 (stereo not drawn) : 0.6, -2, -0.8, -4, -0.7, -6, 1, 0.0, -1

# The list goes on.
7. COc1ccc(S(=O)(=O)N(CC(=O)Nc2cccnc2)c2ccccc2OC)cc1
8. CCc1ccc(OCC(=O)N2CCN=C2c2ccccc2)cc1
9. COc1ccccc1-c1coc2c(CN3C(C)CCCC3C)c(O)ccc2c1=O (stereo not drawn)
10. CCCCNC(=O)N1CCN(c2ccccc2OC)CC1
11. C=CC1CN2CCC1CC2C(OC(C)=O)c1ccnc2ccc(OC)cc12 (stereo not drawn)
12. COC(=O)c1nc(NC(=O)c2ccc(Cl)cc2)n[nH]1
compound no. | 7 | 8 | 9 | 10 | 11 | 12
TcdB GH inh | 1.6 | . | -0.3 | . | 0.6 | .
Anthrax LF inh2 | -1 | 0 | 5 | 1 | 4 | -2
PfHsp40 yeast | -0.6 | 0.2 | 1.3 | 0.0 | -0.7 | -1.7
Y pestis TopoI | 6 | -5 | -1 | 2 | -4 | 2
BoNT A protease | -0.7 | -1.5 | -2.2 | -1.2 | -1.8 | -0.5
PrPC surface inh | -5 | -1 | 7 | 0 | -2 | 0
CCHFV vOTU inh | -18 | 2 | -27 | 13 | -2 | -19
FadD28 FP inh | -0.4 | 0.8 | -1.7 | -0.1 | -3.5 | 0.8
BoNT F protease | 5 | -25 | -11 | -6 | ? | 3

13. CCCCNC(=O)CCn1nc(-c2ccc(C)cc2)c2ccccc2c1=O
14. O=C(N1CCOCC1)C12CC3CC(C1)CC(C(=O)N1CCOCC1)(C3)C2
15. C=CCSc1ncccc1C(=O)NCCc1ccc(Cl)cc1
16. O=C(Nc1ccccc1N1CCOCC1)c1ccc(F)c(S(=O)(=O)N2CCOCC2)c1
17. Cc1ccc(NC(=O)CN2C(=O)NC(Cc3ccccc3)C2=O)c(Br)c1 (stereo not drawn)
18. CCOc1cc(C(=O)Nc2ccc(C)cc2C)ccc1OCC(=O)N1CCCCC1
compound no. | 13 | 14 | 15 | 16 | 17 | 18
TcdB GH inh | 0.9 | . | -0.2 | -0.1 | 0.5 | .
Anthrax LF inh2 | 3 | 0 | -15 | -8 | 6 | 0
PfHsp40 yeast | -0.6 | -0.8 | 0.5 | -0.8 | -1.0 | -0.1
Y pestis TopoI | 17 | -4 | -9 | 7 | -1 | 9
BoNT A protease | 1.7 | 0.0 | 0.6 | 0.2 | -0.5 | -0.7
PrPC surface inh | 6 | -1 | 7 | 3 | -5 | 8
CCHFV vOTU inh | -7 | -7 | 7 | 9 | -3 | 0
FadD28 FP inh | -0.2 | -0.4 | -1.3 | 0.1 | -0.5 | 0.4
BoNT F protease | 11 | -4 | 20 | -2 | -6 | 0

19. O=C(Cc1ccc(NS(=O)(=O)c2ccc(F)cc2)cc1)NCc1ccccc1
20. C=CCn1cccc(C(=O)Nc2ccc(OC)cc2)c1=O
21. COc1ccc(-c2cccc(NS(=O)(=O)c3cc([N+](=O)[O-])ccc3Cl)c2)nn1
22. COc1ccc(C(=O)C(C)Oc2cccc(NC(=O)c3cccc([N+](=O)[O-])c3)c2)cc1 (stereo not drawn)
23. Nc1nnc(SCC(=O)Nc2ccc(S(=O)(=O)N3CCOCC3)cc2)s1
24. O=C(CC(=O)N/N=C/c1cccs1)NCc1ccccc1
compound no. | 19 | 20 | 21 | 22 | 23 | 24
TcdB GH inh | . | 0.5 | -1.5 | . | 1.0 | 5.2
Anthrax LF inh2 | 0 | -2 | -1 | -6 | -1 | -2
PfHsp40 yeast | -0.4 | -0.5 | -0.1 | -0.8 | -1.5 | -1.3
Y pestis TopoI | -1 | 1 | -15 | -4 | -11 | -8
BoNT A protease | 0.5 | -0.5 | -0.3 | -0.8 | 0.3 | 0.4
PrPC surface inh | 3 | 3 | -4 | -8 | . | -12
CCHFV vOTU inh | 6 | -1 | 3 | -15 | . | 16
FadD28 FP inh | -0.8 | -3.9 | . | -2.5 | -1.9 | -2.7
BoNT F protease | ? | -4 | -6 | -7 | -3 | -6

25. CCCCNC(=O)c1nc(-c2ccncc2)oc1-c1ccccc1
26. CS(=O)(=O)N1CCCC(C(=O)NCCc2ccc(Cl)cc2)C1 (stereo not drawn)
27. CC1CCCN(CC(O)COCC2COc3ccccc3O2)C1 (stereo not drawn)
28. O=C(CCS(=O)(=O)c1ccc(Br)cc1)N1CCN(c2ccccc2F)CC1
29. CC1=C(C(=O)OCC2CCCO2)C(c2ccccc2OC(C)C)C2=C(CC(c3ccco3)CC2=O)N1 (stereo not drawn)
30. CCOc1cc(Cl)c(NC(=O)c2ccco2)cc1OCC
compound no. | 25 | 26 | 27 | 28 | 29 | 30
TcdB GH inh | 0.4 | . | . | . | . | .
Anthrax LF inh2 | -1 | -2 | -4 | 0 | -6 | 0
PfHsp40 yeast | . | -1.9 | 0.2 | 0.5 | 2.1 | -0.4
Y pestis TopoI | . | 0 | 2 | 18 | 6 | 5
BoNT A protease | -0.7 | -1.0 | -0.8 | -0.8 | 0.1 | -0.1
PrPC surface inh | 4 | -1 | 5 | 3 | -15 | 6
CCHFV vOTU inh | -18 | -11 | 5 | -4 | -16 | 7
FadD28 FP inh | 0.7 | -1.4 | -1.7 | -1.2 | -0.2 | 1.1
BoNT F protease | -4 | -8 | -4 | 21 | -18 | -5

# Some entries already given, reduced to PrPC surface inh:
no. | structure | PrPC surface inh
12 | COC(=O)c1nc(NC(=O)c2ccc(Cl)cc2)n[nH]1 | 0
13 | CCCCNC(=O)CCn1nc(-c2ccc(C)cc2)c2ccccc2c1=O | 6
14 | O=C(N1CCOCC1)C12CC3CC(C1)CC(C(=O)N1CCOCC1)(C3)C2 | -1
15 | C=CCSc1ncccc1C(=O)NCCc1ccc(Cl)cc1 | 7
16 | O=C(Nc1ccccc1N1CCOCC1)c1ccc(F)c(S(=O)(=O)N2CCOCC2)c1 | 3

# (cont.)
31. CCC(Sc1nnc(-c2ccco2)n1C)C(=O)Nc1nnc(C)s1 (stereo not drawn)
32. N#CC1(NC(=O)CSc2nnc(Nc3ccccc3F)s2)CCCC1
33. Cc1nn(CC(=O)c2ccccc2)c(=O)c2nn(-c3ccccc3F)c(C)c12
34. O=c1[nH]c(=O)n(-c2ccc(Cl)cc2)c(O)c1C=NCCN1CCCCC1
35. COC(=O)Cc1ccc(NC(=S)N2CCN(CCO)CC2)cc1
36. Clc1nc(-c2cccnc2)nc2scc(-c3ccccc3)c12
compound no. | 31 | 32 | 33 | 34 | 35 | 36
TcdB GH inh | -2.3 | -2.3 | -0.1 | 2.0 | -4.8 | 0.0
Anthrax LF inh2 | -8 | 0 | -1 | 0 | -4 | 2
PfHsp40 yeast | 0.4 | -0.8 | -1.5 | -1.0 | 0.1 | -1.6
Y pestis TopoI | 4 | 4 | 5 | 8 | 1 | 9
BoNT A protease | 0.3 | 0.2 | -2.7 | -1.5 | 5.1 | 1.2
PrPC surface inh | 0 | 8 | 0 | 0 | 5 | -4
CCHFV vOTU inh | 16 | 4 | -19 | 11 | -2 | 8
FadD28 FP inh | -3.1 | -1.5 | 1.4 | 1.8 | -1.5 | -2.2
BoNT F protease | 5 | 1 | -17 | 5 | ? | 1

37. O=C1c2ccccc2C(=O)N1Cc1nn2c(-c3ccc(Cl)cc3)nnc2s1
38. CCCCNc1c(-c2ccc(-c3cccc(Cl)c3)cc2)nc2ccc(Cl)cn12
39. O=C(c1cccc(S(=O)(=O)N2CCOCC2)c1)N1CCCC1
40. O=C(NCC1CCN(Cc2ccc(F)cc2)CC1)Nc1cc(F)ccc1F
41. CCCN1CCC(C)(C(=O)Nc2ccccc2Oc2ccccc2)C1 (stereo not drawn)
42. COc1cc(NC(C)CCCN)c2nc(C)ccc2c1Oc1ccc(F)cc1 (stereo not drawn)
compound no. | 37 | 38 | 39 | 40 | 41 | 42
TcdB GH inh | . | -4.0 | . | 0.6 | -0.4 | 0.6
Anthrax LF inh2 | 2 | -4 | -7 | -3 | -4 | -16
PfHsp40 yeast | -1.1 | -0.6 | 0.6 | -1.1 | . | .
Y pestis TopoI | 5 | -11 | 4 | -7 | -3 | -20
BoNT A protease | -1.2 | 0.1 | -0.4 | 3.9 | 0.7 | 0.2
PrPC surface inh | -4 | 3 | 4 | -2 | 2 | -6
CCHFV vOTU inh | 3 | 17 | 1 | -13 | -6 | 21
FadD28 FP inh | -0.7 | -2.2 | 1.0 | -2.9 | -2.8 | -4.4
BoNT F protease | -15 | -1 | -12 | -8 | -3 | -29

43. CCOC(=O)Cc1cc(=O)[nH]c(/N=C(\N)Nc2ccc(C)cc2C)n1
44. COc1ccc(N2CCC(CNC(=O)Nc3ccc(OC)cc3OC)C2)cc1 (stereo not drawn)
45. CCCC[n+]1ccn(-c2nc3ccccc3nc2[N-]S(=O)(=O)c2ccc(Cl)cc2)c1
46. CCC/C=N/Nc1nc2ccccc2s1
47. CC1(C)NC(=O)N(CCOCCOc2cccc(Oc3ccccc3)c2)C1=O
48. Cc1ccnc(NS(=O)(=O)c2ccc(Oc3ccccc3)cc2)c1
49. Cc1ccccc1NC(=S)c1ccc2ccccc2n1
50. O=C(O)CSCC(=O)Nc1cccc2ccccc12
compound no. | 43 | 44 | 45 | 46 | 47 | 48 | 49 | 50
TcdB GH inh | . | . | 2.3 | -7.6 | . | . | -0.4 | 0.7
Anthrax LF inh2 | 1 | -28 | -7 | 0 | 2 | -8 | -1 | -8
PfHsp40 yeast | -1.1 | -0.6 | -0.2 | 0.0 | -1.6 | 1.4 | 2.5 | -0.6
Y pestis TopoI | -7 | 1 | 7 | 2 | 5 | 4 | 13 | 7
BoNT A protease | -0.3 | 0.0 | 3.0 | 0.0 | 0.2 | ? | 1.2 | -0.8
PrPC surface inh | -1 | 0 | -10 | 4 | 4 | 3 | 4 | -7
CCHFV vOTU inh | -4 | 15 | -16 | 9 | 17 | 6 | 4 | 5
FadD28 FP inh | -3.1 | 1.1 | 0.1 | -4.4 | -1.0 | 0.7 | -4.5 | -0.2
BoNT F protease | -1 | -40 | -10 | -11 | 3 | 27 | 3 | -8
